BioA inh – BioA (M. tuberculosis) enzyme inhibition. purified M. tuberculosis BioA enzyme, plate reader. inhibition, % at 9.99 µM. 0.096% of 360,000 active. AID 602481; in the data active = inhibition above about 40%; inconclusive = no clear call, values can overlap the other calls
GDH-TPI counter – counter-screen for M. tuberculosis FBA inhibitors: GDH-TPI coupled enzymes; GDH-TPI coupled enzyme counterscreen, NADH absorbance; inhibition, % at 4.8 µM; 1.2% of 360,000 active; in the data active = inhibition above about 30%;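 note: 0% = DMSO wells and 100% = wells lacking the enzyme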
FadD28 binding – M. tuberculosis FadD28 bisubstrate binding inhibition. 0.22% of 360,000 active. AID 588549. FadD28 bisubstrate probe binding, fluorescence polarization. inhibition, % at 12.5 µM; in the data active = inhibition above about 8.5%, passing the limit was not always enough; inconclusive = no clear call, values can overlap the other calls
BoNT-F LC inh – BoNT F light chain protease inhibition. AID 588497. inhibition, % at 10 µM. Multiplex microsphere protease cleavage assay, flow cytometry. 0.22% of 360,000 active; in the data active = inhibition above about 35%, passing the limit was not always enough; inconclusive = no clear call, values can overlap the other calls; note: plate controls were buffer without enzyme for full effect and enzyme alone for no effect
Rv3671c protease – inhibitors of M. tuberculosis serine protease Rv3671c; P9WHR9; inhibition, % at 5.96 µM; 0.048% of 320,000 active; AID 2606; in the data active = inhibition above about 38%;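 note: extracellular domain of Rv3671c used as enzyme; 0% = enzyme with DMSO and 100% = no enzyme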
MazF activator – increases E. coli MazEF RNase cleavage of RNA; P0AE70; activation, % at 20 µM; 0.32% of 350,000 active; FAM/BHQ RNA-DNA oligo cleavage fluorescence, 5 h; AID 504720; in the data active = activation above about 50%
Target sequence (P0AE70 whole entry, looked up): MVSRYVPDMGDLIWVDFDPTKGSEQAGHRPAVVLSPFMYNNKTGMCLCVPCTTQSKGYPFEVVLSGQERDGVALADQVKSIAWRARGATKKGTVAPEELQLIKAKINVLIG
Mtb UGM inh – inhibitors of M. tuberculosis UDP-galactopyranose mutase; 0.06% of 320,000 active; purified UGM, fluorescence polarization probe displacement; inhibition, % at 10 µM; in the data active = inhibition above about 10%, passing the limit was not always enough; inconclusive = no clear call, values can overlap the other calls
Target sequence (P9WIQ1 whole entry, looked up): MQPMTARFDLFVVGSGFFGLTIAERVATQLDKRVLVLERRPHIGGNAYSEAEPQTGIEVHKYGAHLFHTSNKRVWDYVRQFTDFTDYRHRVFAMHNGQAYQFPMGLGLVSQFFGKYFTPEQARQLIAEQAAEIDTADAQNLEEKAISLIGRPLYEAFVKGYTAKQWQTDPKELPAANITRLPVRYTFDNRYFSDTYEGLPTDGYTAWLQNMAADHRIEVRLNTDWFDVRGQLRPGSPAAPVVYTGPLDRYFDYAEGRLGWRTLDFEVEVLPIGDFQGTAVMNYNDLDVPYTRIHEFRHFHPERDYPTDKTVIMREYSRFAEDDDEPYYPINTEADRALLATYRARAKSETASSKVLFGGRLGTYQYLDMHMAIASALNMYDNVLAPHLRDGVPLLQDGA
PrPC surface inh – reduces human prion protein on the cell surface. AID 720596. cell surface PrPC, TR-FRET read-out. inhibition, % at 13.8 µM. P04156. 0.43% of 370,000 active; in the data active = inhibition above about 24%; note: 0% = median of the test wells and 100% = reference compound wells
FBA Mtb inh – inhibits M. tuberculosis FBA enzyme; AID 588726; inhibition, % at 1 µM; purified M. tuberculosis FBA, fluorescence read-out; P9WQA3; 2.3% of 360,000 active; in the data active = inhibition above about 27%;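 note: 0% = vehicle and 100% = reference inhibitor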
Target sequence (P9WQA3 whole entry, looked up): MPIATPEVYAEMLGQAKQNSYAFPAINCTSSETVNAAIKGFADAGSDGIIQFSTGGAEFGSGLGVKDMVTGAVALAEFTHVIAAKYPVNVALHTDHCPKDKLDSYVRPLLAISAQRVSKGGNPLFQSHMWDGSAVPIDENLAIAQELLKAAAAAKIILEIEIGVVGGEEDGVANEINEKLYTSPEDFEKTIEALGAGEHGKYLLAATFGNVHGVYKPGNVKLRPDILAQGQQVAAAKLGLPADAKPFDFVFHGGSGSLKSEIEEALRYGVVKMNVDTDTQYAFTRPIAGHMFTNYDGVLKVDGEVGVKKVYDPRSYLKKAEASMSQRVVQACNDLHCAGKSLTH
Active calls of the source: *; u = inconclusive; x = not tested or not shown.

SMILES	BioA inh	GDH-TPI counter	FadD28 binding	BoNT-F LC inh	Rv3671c protease	MazF activator	Mtb UGM inh	PrPC surface inh	FBA Mtb inh
COC(=O)c1ccccc1NC(=O)CSc1nnnn1CC(=O)O	-0.5	5	-0.3	0	1	0	-0.9	5	1
O=C(Nc1ccc(F)cc1)c1nsc(Cl)c1Cl	2.1	11	-0.9	-8	-5	2	-0.3	-5	-4
Cc1cc(C)c(NC(=O)CN(c2ccccc2)S(=O)(=O)N(C)C)c(C)c1	-1.8	5	-0.5	3	3	0	0.2	-2	2
O=[N+]([O-])c1cc(Cl)ccc1-c1nc(-c2ccccc2)no1	x	0	-2.7	-7	3	-3	3.8	-2	-4
CCOC(=O)C1=C(COC(=O)c2cc([N+](=O)[O-])ccc2Cl)NC(=O)NC1C (stereo not given)	2.2	5	-2.0	1	x	3	x	-5	0
O=C1/C(=C/c2ccncc2)SC(=S)N1N1CCOCC1	0.0	5	-1.8	14	-4	3	6.1	-6	0
COc1cc(NC(=O)c2cccnc2)c(Cl)cc1NC(=O)c1ccccc1	0.2	12	0.6	1	-20	5	0.3	1	6
CC(=O)c1c(O)c2cccc3c2n(c1=O)CCC3	-1.2	2	-1.9	7	4	-2	2.3	8	1
COc1ccc(C(=O)N(Cc2ccco2)Cc2cc3cc(C)ccc3[nH]c2=O)cc1OC	0.0	8	-0.6	x	-16	-1	-0.8	-4	5
O=C(Oc1ccc2c(c1)OCO2)c1cccs1	0.4	-1	1.9	7	6	-5	-0.7	-1	2
Cc1ccc(CNC(=O)C2CCC(=O)N(C3CC3)C2)cc1 (stereo not given)	-0.3	0	0.6	0	10	2	0.8	4	-3
Cc1ccc(C)c(S(=O)(=O)N2CCN(C(=O)Cn3[nH]c(=O)c4ccccc4c3=O)CC2)c1	3.3	-1	-1.8	-15	-9	-1	2.6	11	0
CCOC(=O)c1ccc(N2C(=O)CC(NNC(=O)c3ccc(Br)s3)C2=O)cc1 (stereo not given)	3.0	-3	-0.5	-40	7	-4	-1.7	-8	3
COc1ccc(NC(=O)NN(C(=O)c2ccccc2)C(C)(C)C)cc1	0.2	-5	-2.9	-9	0	2	0.4	-8	0
Cc1cc(C)cc(C(=O)Nc2cccnc2Cl)c1	1.2	9	-3.9	9	0	-2	2.1	6	-3
COc1ccc(CNC(=O)c2ccc(-c3ccccc3)cc2)cc1	x	0	-0.5	-1	0	-6	-2.6	-6	0
C[C@H](NCc1c[nH]c2ccccc12)c1ccccc1	-1.4	3	0.0	32	-5	-1	1.3	7	1
COc1ccc(C)cc1S(=O)(=O)n1cnc2ccccc21	-2.2	-2	-1.1	-18	1	9	-1.0	12	1
FC(F)(F)c1cccc(Cc2noc(CN3CCCC3)n2)c1	x	8	-3.0	0	2	-4	0.5	9	2
CCN(Cc1ccccc1)C(=O)c1cc(COc2c(F)cccc2F)on1	-0.3	-7	-4.7	-5	5	6	-1.4	7	-3
O=C(NCc1nc2ccccc2[nH]1)C1=C[C@H](c2ccc(C(F)(F)F)cc2)C[C@H](OCc2ccc(CO)cc2)O1	-2.9	15	-23	-1	-36	-2	-2.8	-1	6
Cc1ccccc1N(CC(=O)NCCSCc1ccco1)S(C)(=O)=O	x	-6	3.1	-7	-4	-1	-0.5	-1	0
COC[C@H]1OC(=O)c2coc3c2[C@@]1(C)C1=C(C3=O)[C@@H]2CCC(=O)[C@@]2(C)C[C@H]1OC(C)=O	x	8	-6.9	2	x	67*	x	-11	0
COc1ccc(CN2CCC(C(=O)N3CCCC(C)C3)CC2)cc1OC (stereo not given)	-3.6	0	1.0	-5	-3	0	-0.2	-3	4
Cc1ccc(C)c(C(=O)NCc2ccncc2)c1	-0.5	1	-2.7	-4	1	-3	1.0	3	-1
N#Cc1ccccc1Cn1c(=O)n(C2CCCC2)c(=O)c2ccccc21	2.4	8	-2.8	-9	-4	-19	-1.7	-2	-5
CC(=NCCCO)c1c(O)n(Cc2ccccc2)c(=O)[nH]c1=O	0.2	4	-1.1	4	5	1	-2.2	0	-1
COc1ccccc1N(C)S(=O)(=O)c1ccc(C(=O)N(C)Cc2ccc(Cl)s2)cc1	2.4	-4	-3.1	1	5	-8	2.5	-8	2
Cc1cc(NC(=O)c2noc3c2CCCC3)n(-c2ccccc2)n1	x	3	-0.4	-3	-2	1	-1.4	-3	3
Cc1ccc(OCC(=O)NNC(=O)C2CCN(c3ncccn3)CC2)cc1	-0.6	4	-0.9	-8	-4	-2	2.8	-3	8
Cn1ncc(C#N)c1NC(=O)C1CC(c2c(F)cccc2Cl)=NO1 (stereo not given)	-1.8	7	-0.1	-12	-2	4	-2.6	-7	1
O=C1OC(c2ccccc2)=N/C1=C\C=C\c1ccccc1[N+](=O)[O-]	x	11	1.7	6	-17	-6	-3.5	-10	-1
CC(C)CNC(=O)C1(C)CCCN1C(=O)c1csnn1 (stereo not given)	0.0	5	-0.9	9	x	x	x	3	-1
Cc1ccc2nc(CN(C)C(=O)[C@H]3O[C@@H](n4ccc(=O)[nH]c4=O)[C@H](O)[C@@H]3O)[nH]c2c1	-1.7	x	-4.7	-25	x	x	x	3	-5
CC(C)CNC(=O)c1cccc(NC(=O)c2ccc3c(c2)C(=O)N(C)C3=O)c1	-1.2	7	-2.0	u	2	4	2.4	8	-2
O=c1[nH]c2cc3c(cc2cc1CN(CCO)S(=O)(=O)c1ccccc1)OCCO3	-1.9	37*	-0.5	3	-12	-2	1.2	x	26
O=C(COc1ccccc1[N+](=O)[O-])Nc1ccccc1N1CCCCC1	-0.2	0	-0.3	3	1	-3	0.1	x	-2
CS(=O)(=O)N(CC(=O)N1CCN(c2ccccc2)CC1)Cc1ccc(Cl)cc1	-0.2	7	-0.6	11	1	1	-1.6	5	3
CN(c1ccccc1)S(=O)(=O)c1cccc(C(=O)NCCCN2CCCC2=O)c1	0.8	8	0.2	-2	2	4	-2.1	2	6
CN1[C@H]2CC[C@@H]1C(C(=O)N1CCOCC1)=C(O)C2	-0.2	6	-1.8	-1	-2	4	-1.7	2	0

Structural class, the compounds so far containing a nitro group on carbon.
SMILES	BioA inh	GDH-TPI counter	FadD28 binding	BoNT-F LC inh	Rv3671c protease	MazF activator	Mtb UGM inh	PrPC surface inh	FBA Mtb inh
O=[N+]([O-])c1cc(Cl)ccc1-c1nc(-c2ccccc2)no1	x	0	-2.7	-7	3	-3	3.8	-2	-4
CCOC(=O)C1=C(COC(=O)c2cc([N+](=O)[O-])ccc2Cl)NC(=O)NC1C (stereo not given)	2.2	5	-2.0	1	x	3	x	-5	0
O=C1OC(c2ccccc2)=N/C1=C\C=C\c1ccccc1[N+](=O)[O-]	x	11	1.7	6	-17	-6	-3.5	-10	-1
O=C(COc1ccccc1[N+](=O)[O-])Nc1ccccc1N1CCCCC1	-0.2	0	-0.3	3	1	-3	0.1	x	-2

Next records.
SMILES	BioA inh	GDH-TPI counter	FadD28 binding	BoNT-F LC inh	Rv3671c protease	MazF activator	Mtb UGM inh	PrPC surface inh	FBA Mtb inh
O=C(NCc1ccc(F)cc1)C(c1ccccc1)N(C(=O)c1csnn1)c1ccccc1 (stereo not given)	1.5	-1	-3.8	-2	-12	6	1.3	-5	5
O=C(NCC(c1ccco1)N1CCOCC1)c1ccc(C(F)(F)F)cc1 (stereo not given)	-1.5	0	-2.2	x	6	3	-0.4	-3	-1
CCc1cccc(C)c1NC(=O)N(C)C1CCCCC1	2.1	-11	-0.4	-13	0	6	2.1	-6	2
CCN(CC)S(=O)(=O)c1ccc(C(=O)NN(C)C2=NS(=O)(=O)c3ccccc32)cc1	-4.4	11	0.3	2	-5	-7	-0.8	-1	2
C=C1c2ccccc2O[C@H](C(=O)OCC)[C@@H]1C1CCCCC1	0.6	-1	-3.6	-1	x	-1	x	4	-3
CCOc1ccc(C=NN2CCCCCC2)cc1OCC	-1.6	12	-0.4	-5	x	-2	x	-4	-1
CCOC(CNC(=O)c1cccc([N+](=O)[O-])c1)OCC	-0.2	-7	-2.2	-4	0	-6	0.4	2	1
CCN(CC)S(=O)(=O)c1ccc(N2CCCC2)c(NC(=O)Cc2ccccc2)c1	x	-1	-2.3	-12	0	9	2.1	6	-3
O=C(CNS(=O)(=O)c1ccc(Br)cc1)N1CCN(Cc2ccccc2)CC1	2.4	-2	-4.4	5	-5	2	2.6	5	0
NC(c1csc(Nc2cc(Oc3ccccc3)ncn2)n1)C1CCCCC1 (stereo not given)	-2.3	1	-3.9	-18	x	x	x	5	0
O=C(CSc1ccc(Br)cc1)NC1CCS(=O)(=O)C1 (stereo not given)	-0.2	11	-1.9	4	-2	-3	4.5	7	3
O=S(=O)(c1ccc(F)c(Cl)c1)N1CCN(C/C=C/c2ccccc2)CC1	-0.2	-2	-0.6	-12	-15	0	-1.8	-6	0
Cc1sc2ncnc(N3CCC(C(=O)Nc4cc(Cl)ccc4Cl)CC3)c2c1C	-2.0	9	-0.1	5	-13	-12	0.2	4	-1
S=c1[nH]nc(-c2cccs2)n1/N=C/c1c(Cl)cccc1Cl	x	10	0.6	-4	-7	-8	-1.1	-2	0
COc1ccc(NC(=O)Nc2ccc3c(c2)N(C)C(=O)CS3)cc1OC	0.3	-12	2.8	-16	2	13	0.0	-6	3
Oc1cccc(NC(=S)Nc2cccnc2)c1	-1.5	2	-0.8	5	9	-2	-2.8	4	2
CC(=O)N1Cc2cc([N+](=O)[O-])ccc2Oc2ccccc21	x	1	-3.0	8	4	0	2.0	-33	-6
COc1ccc(-c2c(-c3ccsc3)oc(=O)c3cc(OC)c(OC)cc23)cn1	2.1	-2	-7.6	-6	-5	-1	1.9	-3	0
O=C(Cc1cccc2ccccc12)Nc1ccc2oc(-c3ccccc3)nc2c1	-1.4	-11	-4.4	0	-14	2	0.5	10	25
O=C(CSc1nnc(-c2ccncc2)o1)Nc1nncs1	-0.5	-1	-1.5	1	-5	-17	3.4	0	0
CCCC(=O)NC(c1cccs1)c1cc(Cl)c2cccnc2c1O (stereo not given)	x	-3	-2.1	-3	-3	5	-0.9	-6	-1
CC(C)(C)N=Cc1c(O)ccc2oc3c(c12)CCCC3	-1.9	6	-0.1	8	-1	-505	2.6	-3	0
CC[C@@]1(c2cccc(C)c2)C(=O)N(C(=O)OC)N1C(=O)OC	-0.1	6	-0.6	-2	-8	2	-1.4	2	0

Screening data (PubChem)

Rows are unselected (roughly 4.8% active in at least one column).
